eIF2B yeast act: GCN4-lacZ reporter reduction in eIF2B-epsilon mutant yeast, primary screen, S. cerevisiae, eIF2B-epsilon R284H, Beta-Glo luminescence | inhibition, % at 25 µM (by protocol) | 27,000 tested, 0.91% active;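 active = mutant luminescence inhibited past about 50% while wild type luminescence and mutant growth stay under set limits, limit read from the data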; also: some compounds called inactive have numbers as strong as hits
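material = yeast eIF2B-epsilon R284H mutant carrying GCN4–beta-galactosidase fusion | schedule = 16 h growth with compound at 30 °C, 90 min Beta-Glo step | measured by = luminescence and A595 | compound dosing = one concentration, 25 µM, 0.25% DMSO | read-out basis = % inhibition of reporter signal and growth versus controls | buffer or medium = YPD medium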
Yeast growth tox: yeast growth toxicity, wild-type and mutant, primary screen, cytotoxicity control for eIF2B function restoration project, wild-type and eIF2Bepsilon R284H mutant, A595 | S. cerevisiae wild-type growth, A595 turbidity, 16 h | growth inhibition, % at 25 µM (by protocol) | 30,000 tested, 0.3% active | AID 685, 2007;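 active = mutant and wild-type yeast strains alike exhibit over 30% growth inhibition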;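 also: 0% = untreated cell controls and 100% = YPD media blanks without cells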
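System: S. cerevisiae wild-type or eIF2Bepsilon-R284H mutant strain; times: 16 h growth with compound, 30 °C; signal: absorbance at 595 nm (turbidity); measure: growth inhibition (%) versus cell controls and blanks; compound: 25 µM single dose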
Yeast growth tox inhibition %: further read-out of Yeast growth tox, marked with its call; growth inhibition, %; S. cerevisiae eIF2Bepsilon-R284H mutant growth, A595 turbidity, 16 h;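 each compound tested once at 25 µM; 0% equals untreated cells and 100% equals cell-free medium blanks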
eIF2B yeast act mutant toxicity: also measured in eIF2B yeast act; calls as there; growth inhibition, %; measured here: mutant yeast growth, toxicity;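 each compound tested once at 25 µM; zero equals untreated control growth and 100 equals blank medium absorbance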
The depositor's hits bear a star; nt = no result given.

Every second line gives: eIF2B yeast act, eIF2B yeast act mutant toxicity, Yeast growth tox, Yeast growth tox inhibition %
- CN1CCN(C(=S)c2ccc(Cl)cc2)CC1
    4, 17, 2, 17
- CCC(C)NCCOCCOc1ccc(F)cc1 (stereo not drawn)
    -26, 7, 11, 7
- O=C(c1noc2c1CCCCC2)N1CCOCC1
    25, -4, -1, -4
- CC1(C)CC(=O)c2cn3nc(C(F)(F)F)nc3nc2C1
    -8, 19, 4, 19
- Cc1cc(C(F)(F)F)nn1Cc1n[nH]c(=S)n1Cc1ccccc1
    14, 4, 1, 4
- COc1ccc2cc(C(c3nnnn3Cc3ccccc3)N3CCCCCC3)c(=O)[nH]c2c1 (stereo not drawn)
    6, -15, 14, -15
- CCN(Cc1ccccc1)Cc1c(C)[nH]c2c(C)c(C)ccc2c1=O
    21, 9, 2, 9
- CCOC(=O)NC(C(F)(F)F)(C(F)(F)F)P(=O)(c1ccccc1)c1ccccc1
    -16, -6, 11, -6
- CN1CCc2c(sc3c2c(=O)n(-c2ccc(Cl)cc2)c2nncn32)C1
    -6, 12, -3, 12
- CCc1nc(N2CCN(C(=O)c3ccco3)CC2)c2c3c(sc2n1)CCCC3
    -18, -5, -10, -5
- CCNC(=O)CCS(=O)(=O)c1ccc2ccccc2c1
    nt, nt, 7, -13
- O=C1CSc2ccc(C(=O)N3CCN(c4ccccn4)CC3)cc2N1
    17, nt, 7, 0
- CCCn1nc(Oc2nc(NCC)nc(NC(C)C)n2)ccc1=O
    11, nt, -2, 0
- COc1ccc(NC(=O)Cn2c(=O)n(Cc3ccco3)c(=O)c3ccccc32)cc1
    nt, nt, -47, -13
- COc1cc(NC(=O)Cn2nc(C(F)(F)F)c3c2CCCC3)cc(OC)c1OC
    22, 6, -6, 6
- CCOC(=O)c1cc(=O)cc(C(=O)OCC)o1
    -5, -18, -2, -18
- CCOC(=O)C(=O)c1csc(NC(=O)COc2ccc(N(C)S(=O)(=O)c3ccc(F)cc3)cc2)n1
    18, 25, 6, 25
- CCC(=O)Nc1cccc(-c2nnc(-c3cccc(NC(=O)CC)c3)o2)c1
    31, 5, 37, 5
- CCCCCOc1ccc(Br)cc1/C(C)=N/NC1=NCCN1
    8, 26, 11, 26
- Cc1cc(C)nc(-n2nc(C)cc2NC(=O)CNCc2ccccc2)n1
    18, -5, 0, -5
- Cc1cc(C)c(C)c(OCCOCCN2CCOCC2)c1
    19, 4, 13, 4
- Cc1ccccc1C(=O)Nc1ccccc1
    21, 14, 21, 14
- O=C(CNCCO)N1CCc2ccccc21
    -22, 5, 1, 5
- CCSc1nnc(NC(=O)C(C)(C(F)(F)F)C(F)(F)F)s1
    16, 4, 17, 4
- CC1(C)C(=O)OC(c2c(F)c(F)c(F)c(F)c2F)C2(CCCCC2)C1=O (stereo not drawn)
    4, -17, -10, -17
- Cc1cc(Cl)ccc1OCC(=O)Nc1ccccc1N1CCOCC1
    1, -8, 4, -8
- Cc1ccc(C(=O)C2OC(=O)C(C)(C)C(=O)C2(C)C)cc1 (stereo not drawn)
    -29, -5, -9, -5
- CCCCCCCCCCCNC(=O)c1ccoc1C
    28, 10, 10, 10
- COC(=O)c1c(C)cc(C)n2c1nc1ccccc12
    19, nt, 33, 0
- Cc1ccc(NS(=O)(=O)c2cc(C(N)=O)ccc2C)cc1
    nt, nt, 28, 5
- COc1ccc(NC(=O)c2sc3cc(C(F)(F)F)cnc3c2-c2cccs2)cc1
    13, 3, 30, 3
- Cc1nc(SCC(=O)N2CC(C)OC(C)C2)nc(C)c1C (stereo not drawn)
    23, -24, 6, -24
- O=C(NCc1ccccc1)c1ccc(C2SCC(=O)N2Cc2ccccc2)cc1 (stereo not drawn)
    21, 12, 13, 12
- Cc1ccc2nsnc2c1S(=O)(=O)N1CCN(CCc2ccccc2)CC1
    32, nt, nt, nt
- Cc1ccc(SCc2c(C#N)c3ccccc3n2C)cc1
    -36, nt, nt, nt
- CCC(C)NC(=O)c1ccccc1NS(=O)(=O)c1ccc(OC)c(OC)c1 (stereo not drawn)
    -39, nt, nt, nt
- COc1ccc2c(c1OC)C(=O)N1c3ccccc3C(=O)N(c3ccccc3)C21 (stereo not drawn)
    8, 7, 10, 7
- Cc1cc(C)n(-c2cc(C(C)(C)C)nc3c(-c4ccc(Cl)cc4)cnn23)n1
    41, -33, -3, -33
- CCCc1nc2sc(C(=O)OCC)c(N)c2c2c1COC(C)(C)C2
    nt, nt, -1, 1
- CSc1nnc(-c2ccco2)c(-c2ccco2)n1
    -28, 5, 1, 5
- CSc1nnc(-c2ccc(S(=O)(=O)N3CCOCC3)cc2)n1CC1CCCO1 (stereo not drawn)
    23, 24, 15, 24
- CCOC(=O)c1c(C)n(C)c2ccc(OCC(O)CNC(CC)CO)cc12 (stereo not drawn)
    19, 7, 15, 7
- Cn1c(=O)c2c(nc(NCCCO)n2CCc2ccccc2)n(C)c1=O
    24, -5, 17, -5
- COC(=O)c1cn(CCOc2ccccc2)c2ccccc12
    61*, nt, 11, 0
- Cc1cc(NC(=O)c2noc3c2CCCC3)no1
    18, 4, 12, 4

Sorted by length of the SMILES (descending): some entries from above.
Every second line gives: eIF2B yeast act, eIF2B yeast act mutant toxicity, Yeast growth tox, Yeast growth tox inhibition %
- CSc1nnc(-c2ccc(S(=O)(=O)N3CCOCC3)cc2)n1CC1CCCO1 (stereo not drawn)
    23, 24, 15, 24
- CCN(Cc1ccccc1)Cc1c(C)[nH]c2c(C)c(C)ccc2c1=O
    21, 9, 2, 9
- CC1(C)CC(=O)c2cn3nc(C(F)(F)F)nc3nc2C1
    -8, 19, 4, 19
- Cc1ccc(SCc2c(C#N)c3ccccc3n2C)cc1
    -36, nt, nt, nt
- CCOC(=O)c1cc(=O)cc(C(=O)OCC)o1
    -5, -18, -2, -18

Next section.
Every second line gives: eIF2B yeast act, eIF2B yeast act mutant toxicity, Yeast growth tox, Yeast growth tox inhibition %
- COc1cc(C2C(C#N)=C(N)Oc3cc(C)n(CCc4ccccc4)c(=O)c32)cc2c1OCO2 (stereo not drawn)
    18, -10, -5, -10
- CC(=O)c1c(C(C)=O)c(C)n(Cc2ccccc2)c1C
    17, 2, -2, 2
- CC1=C(C#N)C(c2cccnc2)C2=C(CC(C)(C)CC2=O)N1 (stereo not drawn)
    15, 15, -9, 15
- O=P(O)(CCc1ccccc1)C(O)c1ccccc1 (stereo not drawn)
    10, -5, 6, -5
- COc1cc(NC(=O)c2ccc3c(c2)OCO3)c2ncccc2c1
    -81, nt, nt, nt
- C=CCc1ccc(OCCCCN2CC(C)OC(C)C2)c(OC)c1 (stereo not drawn)
    nt, nt, 34, 16
- Cc1ccc(S(=O)(=O)Nc2c(C)nn(C)c2C)cc1
    27, 3, 4, 3
- O=C(O)CSCCC(=O)Nc1ccc(F)cc1
    17, -4, 17, -4
- CC(C)OC(=O)CSc1nnc(-c2ccc(Cl)cc2)n1N
    32, -9, -1, -9
- COC(=O)CC1SC(=O)NC1=Nc1ccc(C)cc1 (stereo not drawn)
    18, 4, 24, 4
- CC1(C)C(=O)OC(C(=O)c2ccc(C(C)(C)C)cc2)C(C)(C)C1=O (stereo not drawn)
    28, 11, 18, 11
- CC(=O)c1ccc(N2CCN(C(=O)c3ccc(NC(=O)C4CCCO4)cc3)CC2)cc1 (stereo not drawn)
    27, 8, 21, 8
- COc1ccccc1NC(=O)c1cc2ccccc2o/c1=N\O
    64*, nt, 9, 7
- N=C1C(=O)OCC1c1cc(Cl)ccc1NC(=O)Nc1ccccc1 (stereo not drawn)
    -30, -11, -21, -11
- COCc1nc(-c2cc(Br)ccc2OC)no1
    6, 4, -11, 4
- O=C(CSc1nnc(-c2ccncc2)n1CC1CCCO1)Nc1nccs1 (stereo not drawn)
    12, 4, 16, 4
- Cc1cc(OCC(=O)NCC(C)C)cc(C)c1Br
    13, 19, 26, 19
- COc1ccc(NS(=O)(=O)c2ccc(Br)s2)cc1OC
    0, -4, 14, -4
- Cc1ccc(S(=O)(=O)Nc2ccccc2C(N)=O)cc1
    -59, -26, 17, -26
- O=C(Oc1cccnc1)c1cc(S(=O)(=O)N2CCOCC2)ccc1Cl
    nt, nt, 13, 7
- CCOC(=O)c1cc(C)sc1NC(=O)C1CCC1
    nt, nt, 7, 4
- CCCCOc1ccc(C(O)(CC)CCN2CCOCC2)cc1 (stereo not drawn)
    -16, nt, nt, nt
- Cc1ccc2cc3c(NC(=O)c4ccco4)nn(C)c3nc2c1
    16, 11, 8, 11
- O=C(Nc1ccccc1C(=O)NCCN1CCOCC1)c1ccco1
    -4, nt, nt, nt
- COc1ccccc1-n1nc(C(=O)O)c2ccccc2c1=O
    22, 4, 15, 4
- N/C(Cc1cccs1)=N\OC(=O)COc1ccc(Cl)cc1Cl
    nt, nt, 24, 5
- O=C(c1ccccc1)N1CCN(C(=O)c2ccncc2)CC1
    51*, nt, 16, -26
- O=C(CN1CCN(c2ncc(C(F)(F)F)cc2Cl)CC1)N1CCN(c2ncc(C(F)(F)F)cc2Cl)CC1
    21, 7, -5, 7
- O=c1cc(O)nc2n1CCCS2
    -9, 10, 3, 10
- Cc1cccc(-c2c3c(=O)n(C)c(=O)n(C)c3cn2C(C)(C)C)c1
    15, -5, -10, -5
- COc1cc(C(=O)Nc2ccccc2N2CCN(S(C)(=O)=O)CC2)cc(OC)c1OC
    24, -10, 4, -10
- O=C(NC1c2ccccc2-c2ccccc21)N1CCOCC1
    32, -33, -11, -33
- COC(=O)C1CCN(S(=O)(=O)c2ccc(NC(C)=O)cc2)CC1
    nt, nt, 7, 3
- CCOC(=O)c1c(C)n(C)c2cc(Br)c(C(=O)OC)cc12
    12, 4, 16, 4
- COc1ccc(F)cc1S(=O)(=O)NC(Cc1ccccc1)C(N)=O (stereo not drawn)
    -4, 3, -10, 3
- COc1ccc(OC)c(S(=O)(=O)Nc2ccc(C)c(C)c2)c1
    17, 15, 6, 15
- CCOc1cc(C(=O)NC(C)c2ccncc2)cc(OCC)c1OCC (stereo not drawn)
    nt, nt, -11, -11
- N#Cc1ccc(OCc2nnc(SCC(=O)c3ccccc3)n2-c2ccccc2)cc1
    4, nt, nt, nt
- Cc1ccc(NC(=O)Nc2ccccc2C#N)c(Cl)c1
    10, 5, 16, 5
- COc1cc(NC(=O)CCNC(=O)Cn2cnc3ccccc3c2=O)cc(OC)c1OC
    22, 17, 2, 17
- CCOc1ccc(N2CC(=O)N/C2=N\c2nc(C)cc(C)n2)cc1
    27, -4, 2, -4
- COC(=O)c1cn(CC(=O)N2C(C)CCCC2C)c2ccccc12 (stereo not drawn)
    -15, 23, 22, 23
- O=C1CC(c2ccc(S(=O)(=O)Nc3cc(C(F)(F)F)cc(C(F)(F)F)c3)cc2)CN1 (stereo not drawn)
    nt, nt, 8, 18
- CN(CC(=O)NCc1ccccc1)S(=O)(=O)c1cnc[nH]1
    nt, nt, 11, 14
- CC(C)(C)C(=O)Nc1ncc(C(F)(F)F)cc1Cl
    5, 13, 5, 13
- COc1cccc(OC)c1-c1nn2c(-c3ccco3)nnc2s1
    -17, nt, -4, 0
- CCOC(=O)C1CCCN(S(=O)(=O)c2ccc(OC)cc2)C1 (stereo not drawn)
    nt, nt, -7, 26
- COc1cc(C(=O)Nc2nncs2)cc(OC)c1OC
    19, nt, 9, 0
- COc1ccc(NC(=O)N2CCC(NC(=O)c3ccco3)CC2)cc1
    14, -14, -13, -14
- COc1ccc(NC(=O)C(CCS(C)(=O)=O)N2C(=O)c3ccccc3C2=O)cc1 (stereo not drawn)
    -11, 14, 0, 14
- COc1cc(C(=O)N2CCN(c3ncnc4sc(C)c(C)c34)CC2)cc(OC)c1OC
    2, 13, 0, 13
- CCOc1cc(C(=O)N2CCN(c3ccc(C(C)=O)cc3)CC2)cc(OCC)c1OCC
    24, nt, 9, 0
- CCCNc1c(N)c(=O)oc2ccccc12
    14, 6, 10, 6
- O=Cc1cn(-c2ccccc2)nc1-c1ccc2c(c1)OCCO2
    -7, -35, 8, -35
- CCN(CC)C(=O)CSc1nc2c(sc(=S)n2-c2ccccc2)c(=O)n1Cc1ccco1
    11, 13, -14, 13
- Cc1cccc(NC(=O)CS(=O)(=O)Cc2ccccc2)n1
    nt, nt, 24, 11
- CSc1ccccc1NS(=O)(=O)c1ccc2c(c1)OCCO2
    -11, nt, nt, nt
- COc1ccc(NS(=O)(=O)c2ccc(NS(=O)(=O)c3ccc(SC)cc3)cc2)c(OC)c1
    nt, nt, 3, 18
- CCN(Cc1ccccc1)S(=O)(=O)c1nc2nc(C)c(C)c(C)n2n1
    -19, 6, 3, 6
- O=C(O)CCC(=O)Nc1ccccc1C(=O)Nc1ccccc1
    nt, nt, -1, 8
- CC(=O)NS(=O)(=O)c1ccc(NC(=O)c2ccc(Br)o2)cc1
    nt, nt, 11, 8
- Cc1ccc(C(=O)NCCN2CCOCC2)cc1
    29, nt, -5, 0
- CCCCC(=O)Nc1ccc(C(N)=O)cc1
    18, -4, -1, -4

Source: PubChem BioAssay (PCMD)

Not all compounds are listed. The share of hits here may be higher or lower than overall.
